PGK inhibitor = T. brucei PGK inhibition; P07378; 380,000 compounds, 0.043% hits; Potency, µM (series often up to 57.5 µM), for inactives: at the top dose activity change, negative = inhibition, most hits filed as inhibitors; PGK/GAPDH coupled, Kinase-Glo luminescence, 60 min; also: % is scaled to controls: 0 for no effect and ±100 for the full control effect; nearly all actives have a fitted effect of over 60% in size
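Luminescent ATP detection (Kinase-Glo Plus) follows a 60-minute room-temperature incubation, with wells lacking PGK as controls. Buffer: 100 mM TEA (pH 7.6), 5 mM MgCl2, 0.01% Tween-20. Coupling enzyme GAPDH (100 nM final) supplies unstable 1,3-BPG in-well.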
GLS inhibitor = glutaminase GLS (human) inhibition. GLS enzymatic activity, qHTS titration. O94925. Potency, µM (doses to about 45.5 µM), for the others: at the top dose activity change, negative = inhibition, most hits filed as inhibitors. 410,000 compounds, 0.21% hits; also: % is scaled to controls: 0 for no effect and ±100 for the full control effect
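hKGA in 45 mM KH2PO4 (pH 8.2), 0.02% Tween-20 with compound, then 1mM L-Glutamine (stock as added) plus glutamate oxidase/HRP/Amplex red coupling mix. Fluorescence read initially and after 30 min at RT; signal change reflects glutamate formation.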
JMJD2A Tudor = blocks the human JMJD2A Tudor domain; O75164; AlphaScreen JMJD2A-Tudor / H3K4me3 peptide binding; Potency, µM (titrated, usually from 114 µM), inactives show top-dose activity change, negative = inhibition, actives largely listed as inhibitors; 390,000 compounds, 4.4% hits; AID 504339; also: % is scaled to controls: 0 for no effect and ±100 for the full control effect; nearly all actives have a fitted effect of over 50% in size
HP1b chromo inh = HP1-beta chromodomain-methylated histone interaction inhibition | AlphaScreen HP1-beta / biotin-H3K9me3 peptide binding | Potency, µM (titrated, usually from 114 µM), for inactives: at the highest dose activity change, negative = inhibition, most hits filed as inhibitors | 390,000 compounds, 0.56% hits; also: nearly all actives have a fitted effect of over 70% in size; inactives centre near 23
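HP1-beta protein (50 nM final) preincubated 30 min at room temperature with biotinylated H3(1-18)K9me3 peptide (50 nM) in PBS pH 7.4, 0.01% Tween-20, then compound added for 30 min. AlphaScreen streptavidin donor/nickel chelate acceptor beads (10 ug/mL final), 30 min dark, luminescence read.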
Pin1 inhibitor = blocks the human prolyl isomerase Pin1; Q13526; Pin1 FP peptide displacement, HiFluor488, 10 min; Potency, µM (highest dose often 115 µM), inactives show top-dose activity, negative = inhibition, hits mostly inhibitors; 390,000 compounds, 0.009% hits; AID 504891; active = well fitted inhibition curve with a large enough effect in the polarisation, with a control signal flat, not every such curve was filed as active; inconclusive = small, poorly fitted or top-dose-only effect, or effect the other way, or a change in a side signal; inactive = no such curve, though single readings can be large or run the other way; the % refers to the polarisation; also: % is scaled to controls: 0 for no effect and ±100 for the full control effect
Target sequence (Q13526 whole entry, looked up): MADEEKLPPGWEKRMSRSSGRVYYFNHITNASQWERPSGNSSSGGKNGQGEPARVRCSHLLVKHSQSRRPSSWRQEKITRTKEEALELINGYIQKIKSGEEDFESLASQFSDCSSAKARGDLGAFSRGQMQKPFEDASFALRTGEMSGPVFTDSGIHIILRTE
TrxR1 inh = rat TrxR1 inhibition. O89049. recombinant rTrxR1, NADPH fluorescence consumption, selenite substrate. Potency, µM (titrated, usually from 114 µM), inactives show at the top dose activity change, negative = inhibition, most hits filed as inhibitors. 390,000 compounds, 1% hits; also: % is scaled to controls: 0 for no effect and ±100 for the full control effect; nearly all actives have a fitted effect of over 65% in size
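Rat TrxR1 (90 nM in the dispensed reagent) was pre-reduced with 400 uM NADPH for 5 min at room temperature, then incubated with compound for 15 min. After 400 uM selenite was added, NADPH fluorescence (Ex 340/Em 450 nm) was followed for 8 min.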
ERG Ets-DNA blk = inhibitors of human ERG Ets domain-DNA interaction; P11308; fluorescence polarization, His-ERG Ets domain / labelled DNA; Potency, µM (top dose mostly 76.9 µM), inactives show at the highest dose FP activity, negative = inhibition, most hits filed as inhibitors; 370,000 compounds, 0.028% hits; active = well fitted inhibition curve with a large enough effect in the polarisation, with a control signal flat; inconclusive = small, poorly fitted or top-dose-only effect, or effect the other way, or a change in a side signal; inactive = no such curve, though single readings can be large or run the other way; the % refers to the polarisation;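 also: polarization taken with two DNA probes labelled with fluorescein and Texas red; % of control where 0% means no effect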
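His-tagged ERG Ets domain (1 uM in the protein solution; 300mM KCl, 50mM Tris-HCl, 1mM EDTA, 1mM DTT, pH 7.5) received compound, then a probe mix of 5 nM fluorescein-DNA and 100nM Texas-615-DNA. Fluorescence polarization was read for both dyes.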
RGS4 inh = inhibitors of human regulator of G protein signaling 4. AID 504845. Potency, µM (top dose mostly 114 µM), inactives show top-dose activity change, negative = inhibition, usual class: inhibitors. 390,000 compounds, 0.039% hits. Transcreener GDP fluorescence polarization, RGS4-accelerated GTP hydrolysis; also: % is scaled to controls: 0 for no effect and ±100 for the full control effect; nearly all actives have a fitted effect of over 75% in size; some results filed as inactive show a strong effect at the top dose
Target sequence (P49798 whole entry, looked up): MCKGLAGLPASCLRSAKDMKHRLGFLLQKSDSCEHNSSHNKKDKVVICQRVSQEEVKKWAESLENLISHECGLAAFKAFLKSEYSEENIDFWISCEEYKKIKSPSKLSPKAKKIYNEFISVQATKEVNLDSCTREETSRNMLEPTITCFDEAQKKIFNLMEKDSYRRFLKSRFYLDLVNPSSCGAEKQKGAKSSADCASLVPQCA
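MLSMR compounds (23 nl, pin-transferred) preincubated 10 min at room temperature with a 500nM (2x) first reagent, then RGS4 at 900nM (2x) plus Transcreener GDP mix added; fluorescence polarization (620/688 nm) read before and after 90 min at 30 °C.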
12-LOX inh = blocks human arachidonate 12S-lipoxygenase | P18054 | purified 12hLO, xylenol orange hydroperoxide absorbance | Potency, µM (titrated, usually from 108 µM), for inactives: top-dose activity change, negative = inhibition, actives largely listed as inhibitors | 580,000 compounds, 1.1% hits | AID 1671190; also: % is scaled to controls: 0 for no effect and ±100 for the full control effect
Target sequence (P18054 whole entry, looked up): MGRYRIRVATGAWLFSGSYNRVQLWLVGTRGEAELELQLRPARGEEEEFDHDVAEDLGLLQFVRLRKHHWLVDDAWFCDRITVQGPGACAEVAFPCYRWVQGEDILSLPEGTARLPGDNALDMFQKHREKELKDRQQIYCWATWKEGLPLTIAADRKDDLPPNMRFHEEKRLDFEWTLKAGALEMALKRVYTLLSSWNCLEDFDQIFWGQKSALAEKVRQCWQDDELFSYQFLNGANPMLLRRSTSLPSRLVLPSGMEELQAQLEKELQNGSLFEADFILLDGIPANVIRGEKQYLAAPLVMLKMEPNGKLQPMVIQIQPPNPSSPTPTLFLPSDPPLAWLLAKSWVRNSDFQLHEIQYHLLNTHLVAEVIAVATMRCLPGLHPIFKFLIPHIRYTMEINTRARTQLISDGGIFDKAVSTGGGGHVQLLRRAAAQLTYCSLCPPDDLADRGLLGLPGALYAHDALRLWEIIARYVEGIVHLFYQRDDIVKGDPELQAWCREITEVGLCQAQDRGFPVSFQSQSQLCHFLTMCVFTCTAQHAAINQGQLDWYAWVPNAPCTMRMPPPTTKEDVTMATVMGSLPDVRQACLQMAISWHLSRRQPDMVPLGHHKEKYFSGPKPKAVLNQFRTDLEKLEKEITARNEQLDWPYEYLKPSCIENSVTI
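Purified human 12hLO at 150 nM in 25 mM Hepes, 0.01% Triton X-100, pH 7.0, preincubated 15 min at room temperature with compound. Reaction started with 40 uM arachidonic acid, 30 min at room temperature. Hydroperoxide measured by Fe-xylenol orange, 573/405 nm absorbance ratio.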
Active calls of the source: *; i = inactive; ? = inconclusive; · = not tested or not shown; [ ] = dose if it differs, or a comment. Unless noted, calls follow the shape of the dose curve; as a rule, active = well fitted curve in the direction sought with a large enough effect; inconclusive = small, poorly fitted or top-dose-only effect, or another doubt; inactive = no such curve, though single readings can be large; an effect the other way counts as inactive or inconclusive. Potency is read from the fitted curve at half-maximal effect. Only part of the results is shown; rates above refer to the full screens.

SMILES	PGK inhibitor	GLS inhibitor	JMJD2A Tudor	HP1b chromo inh	Pin1 inhibitor	TrxR1 inh	ERG Ets-DNA blk	RGS4 inh	12-LOX inh
O=C(Nc1ccc(N2CCOCC2)cc1)c1cc2ccccc2o1	-6%	3%	-20%	15%	0%	-6%	5%	-13%	322%[activator]
CCOc1ccccc1NC(=O)C1CCC(CNS(=O)(=O)c2ccc3c(c2)CCCC(=O)N3)CC1 (stereo not given)	14%	-5%	-1%	41%[activator]	1%	1%[57.1 µM]	3%	-5%	-19%
COc1ccc(NC(=O)NC23CC4(C)CC(C)(CC(C)(C4)C2)C3)cc1	2%	2%	-17%	5%	-2%	11%	-3%	18%	5%
CCc1nnc(NC(=O)CSc2nnc(C3CCCCC3)n2-c2ccccc2)s1	-4%	12%	-13%	37%	1%	2%	13%	7%	-1%
CC(C)(C)c1ccc(N2C(=N)SCC2=O)cc1	i	1%	-9%	19%	11%	10%[57.1 µM]	1%	-23%	304%[activator]
Cn1c(CNC(=O)CNC(=O)Cc2ccc(F)cc2)cc(=O)n(C)c1=O	7%	-7%	-5%	41%[activator]	-1%	15%	-8%	-1%	6%
Cc1cccc(C(=O)NC2CCN(S(=O)(=O)c3cccc(F)c3)CC2)c1	-12%	-1%	-3%	77%[activator]	4%	26%	5%	-20%	-53%
COc1ccc2c(c1O)-c1ccccc1CCN(C)C2	5%	9%	-13%	28%	-6%	-6%	-3%	-13%	0%
CC(C)C[C@H]1CN=C(Nc2ccccc2)N1CC(C)C	-1%	20%	-13%	30%	-5%	2%	-2%	14%	-27%
CCC(=O)C1=C(c2cccc(OC)c2)N(C(=O)CC)n2c(nnc2C2CCCCC2)S1	6%	4%	29%	52%[activator]	0%	15%[57.1 µM]	3%	0%	-3%
Cc1ccc(NC(=O)[C@H](Cc2ccccc2)NC(=O)C2CCNCC2)cc1	2%	0%	-12%	21%	0%	-5%	-2%	-31%	-29%
COc1cc2[nH]c(=O)n(Cc3ccc(C(=O)NCCCN4CCC(C)CC4)cc3)c(=O)c2cc1OC	17%	1%	-9%	31%	8%	6%	-2%	14%	6%
O=C(c1c[nH]c2ccc(F)cc2c1=O)N1CCCCCC1	·	5%	-6%	2%	-5%	10%	-12%	-34%	-23%
CC(/C=N/NC(=O)c1cc(-c2ccc(Cl)cc2)nc2ccccc12)=C\c1ccco1	i	6%	-27%	-9%	26%	-31%	1%	-24%	?
CCOc1ccc(C(C)NC(=S)NC2CCCCC2)cc1 (stereo not given)	-2%	3%	-11%	12%	?	9%	12%	-3%	?
CCN1CCN(CCCNc2ncnc3nc[nH]c23)CC1	i	4%	-15%	33%	-3%	14%	7%	16%	12%
COc1ccc(NC(=S)Nc2cccc(C)n2)cc1	-2%	13%	-9%	22%	-1%	-6%	-2%	12%	65%[activator]
COC(=O)c1nc2cc3c(cc2c(C)c1C(=O)OC)OCO3	-10%	-3%	-9%	18%	1%	15%	-12%	35%	-40%
CC(C)(C)C(=O)Nc1ccc(NC(=O)C(C)(C)C)cc1	4%	-18%	-8%[11.4 µM]	23%	3%	8%	0%	-3%[11.4 µM]	9%
CN(C)CCN(C(=O)/C=C/c1cccs1)c1nc2c(F)cc(F)cc2s1	-7%	16%	40µM*	?	44%[activator]	10%[57.1 µM]	6%	?	?
CCOc1ccc(C2CC(=O)c3c([nH]c(C(=O)OCc4ccccc4)c3C)C2)cc1 (stereo not given)	2%	5%	-35%	-4%	11%	23%	-5%	-12%	1%
O=C(NC1C2CC3CC(C2)CC1C3)C1CCCCC1 (stereo not given)	7%	2%	-31%	33%	4%	1%[57.1 µM]	1%	2%	5%
CCOc1ccccc1N1CCN(C(=O)c2c(CC)noc2C)CC1	4%	1%	1%	24%	-6%	14%	5%	8%	9%
Cc1c(NC(=O)C(C)OC(=O)c2nc(Cl)ccc2Cl)c(=O)n(-c2ccccc2)n1C (stereo not given)	-9%	7%	-11%	11%	5%	-6%	-2%	1%	-21%
COc1ccc(Nc2nc(-c3sc(C)nc3C)cs2)cc1	i	3%	?	?	-2%	38%	3%	-38%	?
O=C(Nc1ccc(F)cc1)N(CCCN1CCOCC1)Cc1cc2cc3c(cc2[nH]c1=O)OCO3	-8%	-12%	-16%	28%	-1%	-12%	0%	-18%	7%
NS(=O)(=O)c1ccc(NC(=S)Nc2nn(Cc3ccc(Cl)cc3Cl)cc2Cl)cc1	0%	9%	-17%	-11%	3%	-19%	4%	-7%	?
CCC(C)NC(=O)c1cn(-c2cccc(OC)c2)c(=O)c2ccccc12 (stereo not given)	i	-8%	-5%	24%	-1%	25%	-4%	-5%	-6%
CCCc1nc2c(c(=O)c3ccccc3n2C)c(=O)n1C1CCCCCC1	-2%	1%	?	32%	4%	17%[0.0914 µM]	-17%	-9%	-8%
COc1ccc(NC(=O)CC2C(=O)N(C)C(=S)N2Cc2cccs2)cc1 (stereo not given)	i	?	2%	27%	-1%	8%[57.1 µM]	14%	-8%	-22%
CN(C)S(=O)(=O)c1cccc(NC(=O)COC(=O)COc2ccc(Br)cc2)c1	0%	-9%	-17%[11.4 µM]	12%	1%	2%	2%	-2%[11.4 µM]	15%
Cc1ccccc1N1CCN(CCN2C(=O)CC(=C3c4ccccc4-c4ccccc43)C2=O)CC1	-1%	-6%	?	?	1%	-25%	-8%	-29%	-30%
COc1ccc(S(=O)(=O)Nc2ccc(F)cc2F)cc1C(=O)N1CCOCC1	i	-16%	5%	42%[activator]	-3%	32%[activator][57.1 µM]	-3%	-11%	-3%
CSc1ccccc1NC(=O)CN(C)Cc1ccc(Br)cc1	-8%	7%	78%[activator]	120%[activator]	-4%	-8%	-2%	17%	-2%
CCSc1nnc(NC(=O)NC(C)(C(F)(F)F)C(F)(F)F)s1	-2%	-1%	-9%	37%	-1%	4%	0%	-21%	-13%
Cc1cc(C)cc(NC(=O)CSc2ccccc2)c1	1%	0%	29%	59%[activator]	?	9%[57.1 µM]	13%	19%	-13%
CCN(CCCNC(=O)C1CCN(S(=O)(=O)CC)CC1)c1ccccc1	0%	92%[activator]	-13%	24%	-1%	16%	·	6%	-11%[57.4 µM]
CC(=O)N(C)C1(c2nnnn2CCOC(=O)Nc2ccc(Cl)cc2)CCCCC1	3%	20%	-3%	28%	-3%	0%	-1%	11%	-15%
Cc1cc(C(=O)Nc2ccc(Cl)cc2)c2c(C)nn(-c3ccccc3)c2n1	i	1%	-16%	19%	-4%	31%[57.1 µM]	12%	-1%	-24%
CC1CCCCN1C(=O)CN1CCC(c2nc3ccc(Cl)cc3[nH]2)CC1 (stereo not given)	-7%	-9%	-1%	51%[activator]	17%	4%	11%	1%	7%

An excerpt from above with just PGK inhibitor and 12-LOX inh:
mol	PGK inhibitor	12-LOX inh
CC(=O)N(C)C1(c2nnnn2CCOC(=O)Nc2ccc(Cl)cc2)CCCCC1	3%	-15%
Cc1cc(C(=O)Nc2ccc(Cl)cc2)c2c(C)nn(-c3ccccc3)c2n1	i	-24%

Remaining list, next part:
SMILES	PGK inhibitor	GLS inhibitor	JMJD2A Tudor	HP1b chromo inh	Pin1 inhibitor	TrxR1 inh	ERG Ets-DNA blk	RGS4 inh	12-LOX inh
COc1cc(OC)c(NC(=O)C2=C(C)C(=O)OC23CCCCCC3)cc1Cl	2%	5%	-21%	9%	9%	6%	-8%	-1%	?
O=C(NCc1ccccc1)c1ccc(C(=O)NCc2ccccc2)cc1	-3%	3%	-17%	22%	-7%	-6%	·	27%	-19%
CC1=CCC(C(C)(C)NC(=O)c2ccccc2)C/C1=N\O (stereo not given)	21%	17%	-7%	18%	1%	23%	-13%	4%	7%
Clc1ccc(C2=NNC(=NCc3ccccc3)SC2)cc1	-8%	-5%	?	-3%	-2%	-14%	?	-18%	?
O=C(Nc1ccccc1N1CCOCC1)c1csc2c1CCCC2	-2%	-8%	-20%	55%[activator]	-6%	22%	11%	-13%[56.9 µM]	-17%
CC(=O)c1ccc(OC(=O)CCNC(=O)c2ccccc2)cc1	1%	-9%	-10%	18%	-1%	12%	0%	2%	3%
O=C(Nc1ccccc1F)C1(c2ccccc2)CC1(Cl)Cl (stereo not given)	2%	-2%	16%	60%[activator]	8%	8%	·	-12%	-1%
COc1ccc(S(=O)(=O)N2CCN(C(=O)c3ccccn3)CC2)cc1	1%	11%	-11%	23%	-13%	10%[57.1 µM]	9%	27%	-3%
c1ccc(CNc2c3ccccc3nc3ccccc23)cc1	i	-21%	-12%	34%	1%	5%[57.1 µM]	0%	21%	-18%
O=C(COc1ccc2c3c(c(=O)oc2c1)CCCC3)NCc1cccnc1	-8%	-3%	-11%	53%[activator]	-3%	-1%	4%	3%[11.4 µM]	-23%
COC(=O)c1ccc(CN2CCCC(CCC(=O)NCc3ccc(C)o3)C2)cc1 (stereo not given)	i	-7%	?	-17%	3%	9%[57.1 µM]	-8%	-37%	0%
C=CCNc1ccc(C(=O)O)cc1	3%	44%[activator]	3%	51%[activator]	0%	8%[57.1 µM]	-3%	1%	-3%
COc1ccccc1NS(=O)(=O)c1ccc(C(=O)NCCCN2CCCC2=O)cc1	-10%	4%	-22%	25%	-2%	18%	-7%	2%	12%

Compound activity (PubChem)
